ADAM17 inh = ADAM17 inhibition, QFRET primary screen; 370,000 compounds, 0.83% hits; inhibition, % at 6.95 µM; recombinant ADAM17, EDANS/DABCYL FRET peptide cleavage; P78536;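 active = inhibition above the mean of compounds lying between control limits plus 3 SD, set per campaign, cut at about 8.5% in these data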;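 also: 0% = DMSO-only wells as the low control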
SMARCA2 act = increases SMARCA2 function in MMTV reporter cells; 370,000 compounds, 1% hits; MG213 cells, MMTV-luciferase reporter, dexamethasone, overnight; activation, % at 9.1 µM; in the data active = activation above about 7.8%;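 also: 0% = vehicle wells and 100% = reference activator wells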
NPR1 activator = GC-A (human) enzyme activation; HEK293 GC-A cells, cGMP TR-FRET, EC30 ANP; 0% at EC30 ANP, 100% saturating ANP; 370,000 compounds, 0.14% hits; activation, % at 10 µM; in the data active = activation above about 40%
PG9 binder = binds the HIV-1 gp120 antibody PG9 | inhibition, % at 6.7 µM | 360,000 compounds, 0.43% hits | AID 624416 | TR-FRET gp120-PG9 antibody binding; in the data active = inhibition above about 8.5%
ssDAF12 agonist = S. stercoralis DAF-12 activation, primary screen; activation, % at 6.8 µM; 370,000 compounds, 1% hits; HEK293 ssDAF-12/GRIP1 lit1-tk-luc reporter, luminescence; % of 3 µM dafachronic acid response;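 active = activation above the mean over all tested compounds plus 3 SD, cut at about 0.9% in these data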;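 also: 0% = DMSO-only wells and 100% = 3 µM delta7-dafachronic acid wells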
DAX1 inh-1 = inhibits human nuclear receptor DAX1; P51843; HEK293 Gal4-DAX1 luciferase reporter, luminescence; inhibition, % at 6.75 µM; 340,000 compounds, 0.99% hits; AID 504766;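 active = inhibition above the mean over all tested compounds plus 3 SD, cut at about 4.2% in these data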;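 also: 0% = DAX1-transfected cells with DMSO and 100% = empty-vector control cells with DMSO; inhibition shows as a rise in luminescence from relieved DAX1 repression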
Target sequence (P51843 207-470 limits assumed): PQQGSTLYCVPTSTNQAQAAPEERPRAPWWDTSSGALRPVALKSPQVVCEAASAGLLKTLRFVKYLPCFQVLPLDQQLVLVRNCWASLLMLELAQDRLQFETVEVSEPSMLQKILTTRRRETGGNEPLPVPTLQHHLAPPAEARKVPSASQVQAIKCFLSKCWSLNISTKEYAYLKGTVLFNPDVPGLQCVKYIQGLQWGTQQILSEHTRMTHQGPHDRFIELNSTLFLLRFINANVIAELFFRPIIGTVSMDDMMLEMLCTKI
hcDAF-12 act = activates DAF-12 receptor from parasite H. contortus | HEK293 hcDAF-12 lit1-tk-luc reporter, luminescence; 0% DMSO, 100% Δ7-dafachronic acid | activation, % at 6.8 µM | 370,000 compounds, 1.4% hits;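 active = activation above the mean of all tested compounds plus 3 SD, cut at about 5.5% in these data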;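 also: 100% = response to 3 µM Δ7-dafachronic acid high control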
DAX1 inh-2 = DAX1 (NR0B1) inhibition, primary screen. HEK293T StAR-luciferase reporter, SF-1/DAX-1 repression relief. inhibition, % at 6.8 µM. 370,000 compounds, 1.1% hits. AID 652010;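 active = inhibition above the mean over all tested compounds plus 3 SD, cut at about 3.6% in these data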;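 also: 0% = DAX-1 cells with DMSO and 100% = cells lacking DAX-1 with DMSO; higher inhibition means more luminescence from relief of DAX-1 repression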
FXN GAA850 act = activators of GAA850 frataxin (FXN) promoter | HEK293 lucGAA850 FXN promoter luciferase reporter, 24 h; percent of 10 µM SAHA response | activation, % at 6 µM | 360,000 compounds, 0.56% hits | AID 540364;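 active = activation above the average of all compounds screened plus 3 SD, cutoff fixed separately per campaign, cut at about 7.5% in these data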;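 also: 0% = DMSO wells and 100% = 10 µM SAHA wells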
ADAM10 inh = inhibits human ADAM10; inhibition, % at 7 µM; 370,000 compounds, 0.62% hits; recombinant ADAM10, EDANS/DABCYL FRET peptide cleavage, 3 h;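 active = inhibition above a per-campaign cutoff equal to the mean of compounds falling between control-based bounds plus 3 SD, cut at about 20% in these data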;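 also: 0% = DMSO wells while the 100% control is not disclosed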
Target sequence (O14672 214-748 limits assumed): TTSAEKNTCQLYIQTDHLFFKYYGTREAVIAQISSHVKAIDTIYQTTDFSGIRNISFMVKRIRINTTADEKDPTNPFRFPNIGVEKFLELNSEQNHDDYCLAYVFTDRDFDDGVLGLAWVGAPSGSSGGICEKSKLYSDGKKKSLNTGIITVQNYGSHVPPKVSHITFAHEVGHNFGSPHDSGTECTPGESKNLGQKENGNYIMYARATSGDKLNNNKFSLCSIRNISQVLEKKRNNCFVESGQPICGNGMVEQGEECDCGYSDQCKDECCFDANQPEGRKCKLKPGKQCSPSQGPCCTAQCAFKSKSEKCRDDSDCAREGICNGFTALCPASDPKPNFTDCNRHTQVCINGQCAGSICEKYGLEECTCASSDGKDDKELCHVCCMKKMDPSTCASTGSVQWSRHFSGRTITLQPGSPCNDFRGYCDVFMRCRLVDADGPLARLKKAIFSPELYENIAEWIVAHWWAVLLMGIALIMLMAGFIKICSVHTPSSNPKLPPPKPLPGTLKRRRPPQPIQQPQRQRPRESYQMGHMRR
hgDAF-12 ag = hgDAF-12 agonism, primary luciferase screen. activation, % at 6.8 µM. 370,000 compounds, 1.8% hits. HEK293 GAL4-hgDAF12 UAS-luciferase reporter, agonist luminescence; normalized to butyrate control;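 active = activation above a cutoff set at the mean of all screened compounds plus 3 SD, cut at about 10% in these data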;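 also: 0% = DMSO wells and 100% = sodium butyrate wells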
The depositor's hits bear a star; · = no result given.

cpd | SMILES | ADAM17 inh | SMARCA2 act | NPR1 activator | PG9 binder | ssDAF12 agonist | DAX1 inh-1 | hcDAF-12 act | DAX1 inh-2 | FXN GAA850 act | ADAM10 inh | hgDAF-12 ag
1 | O=C(C(=O)N1CCC(CNC(=O)C2COc3ccccc3O2)CC1)c1cc2ccccc2o1 (stereo not drawn) | 2 | 0 | 1 | -0.4 | -1.3 | · | -1.1 | 0.3 | · | 4 | -0.4
2 | CCCOc1ccc(/C=C/C(=O)Nc2ccc([N+](=O)[O-])cc2C)cc1 | -3 | -5 | -4 | 1.3 | -1.1 | 0.2 | -2.4 | -0.7 | -1.7 | 4 | 2.9
3 | COc1cc(C(=O)NC2CCCCC2)ccc1OCc1ccc(Cl)cc1Cl | -1 | -2 | 0 | -2.8 | -1.6 | -0.4 | -2.1 | -0.3 | 1.5 | 0 | 0.4
4 | CC(C)C(=O)NC(=S)Nc1ccccc1C(F)(F)F | -3 | 0 | -1 | 0.4 | -1.2 | -0.6 | -1.3 | -0.4 | -0.5 | 0 | -0.5
5 | COc1cc(OC)cc(C(=O)Nc2cccc3c2CCCC3)c1 | -5 | -2 | -3 | -2.0 | -1.6 | -0.7 | -2.4 | 0.0 | 2.0 | -12 | 3.4
6 | COc1cc(C(=O)OC(C)C(=O)N2CCc3ccccc3C2)ccc1OCC(=O)N1CCOCC1 (stereo not drawn) | -4 | -7 | 4 | 0.0 | -1.2 | -0.9 | -1.6 | -0.7 | 0.6 | 0 | 2.8
7 | COc1ccc(/C(C)=N/NC(=O)CNC(=O)c2ccncc2)c(OC)c1 | 0 | 1 | 1 | -1.2 | -1.1 | 0.1 | -1.5 | 0.0 | 2.1 | -4 | 1.2
8 | CSC(=Nc1ccccc1)C(C#N)c1nc2ccccc2[nH]1 (stereo not drawn) | 2 | 1 | 4 | -2.8 | -1.2 | 0.7 | -2.0 | -0.1 | 7.1 | 10 | -1.4
9 | NC(=O)C1CCCN(S(=O)(=O)c2ccc(Br)cc2)C1 (stereo not drawn) | -2 | -2 | -1 | 0.8 | -1.6 | 0.2 | -0.1 | 0.2 | -0.6 | 4 | -0.7
10 | CC(=O)Nc1cccc(C(=O)Nc2ccccc2C(=O)O)c1 | -4 | -1 | 3 | -0.1 | -0.6 | -0.7 | -1.9 | 0.1 | 0.8 | -6 | -0.8
11 | Cc1ccc(NC(=O)Cc2nnc(SCC(=O)NC3CCCC3)n2C)c(C)c1 | -4 | -1 | 2 | -0.6 | -1.4 | -0.1 | -2.5 | -0.2 | -0.2 | 1 | 0.3
12 | CCN1C(=O)/C(=C/C=C2\C=CN(CC)c3ccccc32)SC1=S | -2 | -1 | -122 | -14 | -0.7 | 3.8 | -0.1 | 0.4 | 0.5 | -19 | 1.8
13 | O=C(NN=Cc1ccc(N2CCOCC2)cc1)c1cc2ccccc2cc1O | 2 | 0 | 6 | -3.3 | -0.3 | -0.1 | -0.8 | 1.0 | -1.7 | 7 | -1.0
14 | CN(CC1CCCO1)S(=O)(=O)c1ccc(C(=O)Nc2ccc(F)cc2)cc1 (stereo not drawn) | 0 | -2 | 0 | -2.7 | -1.2 | 0.2 | -2.1 | -1.4 | -1.7 | -4 | 2.1
15 | CN(C)S(=O)(=O)c1ccc(C(=O)OCCCN=C2NS(=O)(=O)c3ccccc32)cc1 | 1 | -1 | 0 | 0.0 | -1.3 | 4.4* | -1.5 | -0.9 | 1.3 | -3 | 0.8
16 | CCOc1ccc(NC(=O)c2ccc3c(SCC(=O)O)c4c(nc3c2)CCCC4)cc1 | -1 | 0 | -2 | 0.6 | -0.9 | -1.3 | 0.9 | 0.3 | -0.6 | -3 | -0.3
17 | COc1ccccc1C(=O)CSc1nnc(-c2ccco2)o1 | 2 | -1 | 0 | -1.4 | -1.9 | 0.0 | -1.3 | 0.3 | 2.7 | 2 | 2.2
18 | CC1CCCN(C(=O)c2ccc(NS(=O)(=O)c3cccc([N+](=O)[O-])c3)cc2)C1 (stereo not drawn) | 0 | -3 | 6 | -1.4 | -0.8 | -1.9 | -0.3 | 0.1 | 1.2 | 1 | -2.1
19 | CC(=O)NC(Cc1cccc(C)c1)C(=O)NC1CCN(C(=O)NCc2ccccc2)CC1 (stereo not drawn) | -2 | 1 | 2 | -2.5 | -0.9 | -0.7 | 1.4 | 0.1 | -0.5 | -3 | 2.5
20 | Cc1ccc(C(=O)N2CCc3ccccc32)cc1[N+](=O)[O-] | -3 | -3 | 5 | 0.4 | -1.2 | -0.5 | 2.4 | -0.8 | 0.5 | -4 | 1.0
21 | CCc1ccc(-c2nc(CSCC(=O)N3CCN(c4ccccn4)CC3)c(C)o2)cc1 | 1 | -5 | 3 | -1.9 | -2.8 | -4.2 | -4.0 | -3.1 | -6.3 | 6 | -8.1
22 | O=C(COc1ccccc1Cl)OCC(=O)N1CCN(S(=O)(=O)c2ccccc2)CC1 | -4 | 11* | 3 | 0.7 | -1.1 | 0.3 | -0.6 | -0.2 | -2.2 | 2 | -2.1
23 | Cc1cccc(NC(=O)NN2CCN(C)CC2)c1C | -2 | 2 | -1 | -2.7 | -0.8 | 0.6 | -1.0 | 0.0 | -0.5 | -9 | 1.6
24 | Oc1cc(-c2ccncc2)cc2cccnc12 | -2 | 0 | -18 | -2.9 | -1.3 | -2.1 | -1.9 | 0.2 | 1.4 | -1 | -1.3
25 | C[C@H](CO)N1C[C@H](C)[C@@H](CN(C)S(=O)(=O)c2cccs2)Oc2c(NC(=O)Nc3ccc4c(c3)OCO4)cccc2C1=O | -1 | 0 | 2 | 3.2 | -1.3 | -0.3 | -1.6 | -0.1 | -3.3 | 1 | -2.7
26 | N#CC1=C(N)Oc2n[nH]c(-c3cccs3)c2C1c1ccoc1 (stereo not drawn) | -4 | 2 | -4 | -3.0 | -0.9 | -0.3 | 0.0 | -0.9 | 2.8 | -15 | 1.1
27 | Cn1cc(C(=O)NCCc2ccccc2)c(=O)c2cc(S(=O)(=O)N3CCOCC3)ccc21 | -5 | -3 | -1 | 0.0 | -1.5 | 1.2 | -1.3 | -0.4 | -0.7 | 4 | -2.8
28 | CCOC(=O)[C@]12CCCC=C1N(Cc1ccc(Cl)cc1Cl)C(=O)[C@H](CC(=O)NCc1cccc(C(F)(F)F)c1)C2 | 6 | -2 | -6 | -1.3 | -0.3 | · | -0.3 | -1.9 | · | 5 | 0.8
29 | CC(C)(C)Cn1c(=O)[nH]c(=O)c2cc([N+](=O)[O-])cnc21 | -2 | 7 | -3 | -4.2 | -0.7 | -1.0 | -1.2 | -0.1 | -0.3 | -4 | -1.1
30 | CC(C)OC(=O)c1cc2c(ccn2-c2ccc(F)cc2)n1CC(=O)N1CCN(C(=O)c2ccco2)CC1 | -17 | -4 | 3 | -1.1 | -1.3 | 0.5 | -2.0 | -0.1 | 1.0 | -38 | 2.4
31 | COc1ccccc1C(=O)Nc1ccnn1C1CCN(C2CCCCC2)CC1 | -5 | -4 | 2 | 0.9 | -0.5 | 1.2 | -0.1 | -0.4 | 1.1 | -10 | -0.7
32 | CCOc1ccc(N2CC(=O)Nc3ccccc3NCC2=O)cc1 | -2 | -1 | 3 | -4.0 | -0.9 | 0.8 | -1.0 | 0.4 | 1.6 | -10 | 0.2
33 | CCN(C[C@H]1[C@@H](c2ccc(C3=CCCC3)cc2)[C@H](CO)N1c1nc(C)c(C)s1)S(=O)(=O)c1ccccc1[N+](=O)[O-] | -2 | 1 | 1 | · | -1.3 | · | 2.6 | -0.1 | · | -2 | -0.5
34 | O=C1CC(SC(=Nc2ccccc2)Nc2ccccc2)C(=O)N1c1ccc(Cl)cc1 (stereo not drawn) | 0 | 0 | -8 | 0.8 | -0.8 | -0.6 | -0.8 | -0.2 | -2.8 | 1 | 1.9
35 | NS(=O)(=O)c1ccc(CNC(=O)Cc2ccccc2[N+](=O)[O-])cc1 | -3 | 0 | 3 | -0.3 | -0.3 | 0.8 | 5.6* | 0.0 | 2.5 | -3 | 4.5
36 | COc1ccc(CCNc2ccc(C(CC(N)=O)NC(=O)c3cc(C)cc(C)c3)cc2[N+](=O)[O-])cc1 (stereo not drawn) | 0 | 1 | 1 | 0.3 | -1.1 | 0.1 | -1.5 | -0.5 | 0.6 | 13 | 0.2
37 | CC(C)c1[nH]nc2c1C(c1ccccc1)N(c1ccccc1)C2=O (stereo not drawn) | -1 | 0 | -6 | -1.9 | -0.3 | · | 0.8 | 0.4 | · | 8 | -3.1
38 | Cc1cc2ccccc2n1CCNCc1c(C(=O)N2CCOCC2)nc2ccccn12 | -2 | -3 | -1 | 0.8 | -1.6 | 0.8 | 2.4 | -0.9 | -0.3 | -5 | -1.7
39 | Clc1nccnc1-c1ccccc1 | 7 | -3 | 0 | -2.9 | -0.9 | 1.1 | 0.1 | -0.1 | -0.2 | 10 | 0.8
40 | Cn1c(=O)c2c(ncn2CC(=O)Nc2cc(S(=O)(=O)N3CCCCC3)ccc2Cl)n(C)c1=O | -4 | -2 | -5 | -0.1 | -1.5 | -1.6 | -0.4 | -0.7 | 4.4 | -10 | 0.4
41 | COc1ccc(CCNC(=O)C2CCN(S(=O)(=O)c3ccc(OC)c(OC)c3)CC2)cc1OC | 0 | 3 | 4 | -3.7 | -0.9 | -1.3 | -0.1 | -0.4 | -0.9 | 7 | 0.2

Eight structures out of the list, sorted by molar mass, smallest number first.
cpd | SMILES | ADAM17 inh | SMARCA2 act | NPR1 activator | PG9 binder | ssDAF12 agonist | DAX1 inh-1 | hcDAF-12 act | DAX1 inh-2 | FXN GAA850 act | ADAM10 inh | hgDAF-12 ag
29 | CC(C)(C)Cn1c(=O)[nH]c(=O)c2cc([N+](=O)[O-])cnc21 | -2 | 7 | -3 | -4.2 | -0.7 | -1.0 | -1.2 | -0.1 | -0.3 | -4 | -1.1
8 | CSC(=Nc1ccccc1)C(C#N)c1nc2ccccc2[nH]1 (stereo not drawn) | 2 | 1 | 4 | -2.8 | -1.2 | 0.7 | -2.0 | -0.1 | 7.1 | 10 | -1.4
2 | CCCOc1ccc(/C=C/C(=O)Nc2ccc([N+](=O)[O-])cc2C)cc1 | -3 | -5 | -4 | 1.3 | -1.1 | 0.2 | -2.4 | -0.7 | -1.7 | 4 | 2.9
12 | CCN1C(=O)/C(=C/C=C2\C=CN(CC)c3ccccc32)SC1=S | -2 | -1 | -122 | -14 | -0.7 | 3.8 | -0.1 | 0.4 | 0.5 | -19 | 1.8
35 | NS(=O)(=O)c1ccc(CNC(=O)Cc2ccccc2[N+](=O)[O-])cc1 | -3 | 0 | 3 | -0.3 | -0.3 | 0.8 | 5.6* | 0.0 | 2.5 | -3 | 4.5
11 | Cc1ccc(NC(=O)Cc2nnc(SCC(=O)NC3CCCC3)n2C)c(C)c1 | -4 | -1 | 2 | -0.6 | -1.4 | -0.1 | -2.5 | -0.2 | -0.2 | 1 | 0.3
16 | CCOc1ccc(NC(=O)c2ccc3c(SCC(=O)O)c4c(nc3c2)CCCC4)cc1 | -1 | 0 | -2 | 0.6 | -0.9 | -1.3 | 0.9 | 0.3 | -0.6 | -3 | -0.3
1 | O=C(C(=O)N1CCC(CNC(=O)C2COc3ccccc3O2)CC1)c1cc2ccccc2o1 (stereo not drawn) | 2 | 0 | 1 | -0.4 | -1.3 | · | -1.1 | 0.3 | · | 4 | -0.4

Source: PubChem (several laboratories)
